# TNAP activators – stimulation of alkaline phosphatase TNAP activity – biochemical, luminescent, no phosphate acceptor, uHTS, primary screen (AID 1001); 200,000 compounds, 0.03% hits; purified TNAP, luminescent activation assay, no phosphate acceptor; higher activation fold means a stronger effect; activation fold at 20 µM; hits with a dose series show EC50 in µM; in the data active = activation fold from about 3, or a potency from the dose series; inactive = the rest, 99 in 100 with activation fold below about 1.6; note: many of its hits are not listed in these tables
# P. falciparum M17LAP – P. falciparum M17LAP inhibitors, primary screen, biochemical, fluorogenic H-Leu-NHMec substrate, 1536-well (AID 1619); recombinant M17LAP, H-Leu-NHMec fluorogenic kinetic assay; higher % means a stronger effect; inhibition, % at 30 µM, or IC50 in µM where a hit was titrated; 220,000 compounds, 0.38% hits;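 active = compound inhibiting the enzyme by more than half at any dose during confirmatory dose-response retesting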;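 note: plate controls were full reaction with DMSO carrier for no effect and no enzyme background for full effect; strong numbers were not always called active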
# P. falciparum M1AAP – P. falciparum M1AAP inhibitors, biochemical, fluorogenic H-Leu-NHMec substrate, 1536-well (AID 1445). recombinant M1AAP, H-Leu-NHMec fluorogenic kinetic assay; higher % means a stronger effect. inhibition, % at 30 µM; hits with a dose series show IC50 in µM. 220,000 compounds, 0.42% hits;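 active = primary inhibition above the hit cutoff, then over 50% inhibition at one or more dose response concentrations, cut at about 23% in these data, passing the limit was not always enough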;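 note: plate controls were DMSO full reaction for no effect and no enzyme background for full effect; strong numbers were not always called active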
# Myeloid diff 2 – compounds promoting myeloid differentiation. ER-HoxA9 myeloid progenitors, lysozyme-GFP differentiation, flow cytometry. calls only at 10 µM. 360,000 compounds, 1% hits. AID 624256;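 active = normalized GFP-positive differentiation at or above the plate's own cutoff, the solvent-only control mean plus 3 SD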;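 note: cells exposed to compound for four days before flow analysis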
# XIAP antagonists – small molecules displacing peptide from XIAP – biochemical, IAP family, fluorescence polarization (AID 1018) | displacement, % at 20 µM; hits with a dose series show IC50 in µM | 200,000 compounds, 0.007% hits | XIAP BIR domain, fluorescence polarization peptide displacement; higher % means a stronger effect; in the data active = displacement above about 50%; note: a part of the inactive calls stands beside numbers as strong as those of hits
# LYP inhibition – PTPN22 lymphoid phosphatase activity blockers – biochemical, fluorescence intensity, uHTS (AID 1779); 290,000 compounds, 0.054% hits; inhibition, % at 11.5 µM, or IC50 in µM where a hit was titrated; recombinant LYP phosphatase, fluorescence intensity; higher % means a stronger effect;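 note: plate controls were vehicle with enzyme for no effect and no enzyme for full effect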
# human PMI inhibitors – MPI inhibition at elevated mannose 6-phosphate – biochemical, fluorescence intensity, high mannose 6-phosphate, primary screen (AID 1220); 190,000 compounds, 0.66% hits; recombinant PMI enzyme, coupled fluorescence intensity; higher % means a stronger effect; inhibition, % at 20 µM, or IC50 in µM where a hit was titrated
# ER stress rescue – rescue of cells from ER stress-induced death, primary screen, 384-well, CSM14.1, thapsigargin, ATP luminescence (AID 1222). CSM14.1 thapsigargin-induced death rescue, ATP luminescence; higher % means a stronger effect. one-dose cellular ATP content (survival), % at 20 µM; EC50 in µM for titrated hits. 190,000 tested, under 10 active;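 active = EC50 below 50 µM in the dose-response confirmation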;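 note: death triggered by thapsigargin at about 15 µM added after 2 h compound pretreatment; cell ATP read after overnight thapsigargin exposure of roughly 18 to 22 hours; normalized against plate controls of thapsigargin alone and 5% DMSO vehicle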
# human PMI inhibition – inhibitors of human PMI, primary screen, biochemical, fluorescence intensity, coupled assay (AID 1209). purified PMI enzyme, coupled fluorescence intensity; higher % means a stronger effect. inhibition, % at 20 µM; hits with a dose series show IC50 in µM. 190,000 compounds, 0.42% hits;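 note: plate controls were DMSO vehicle for no effect and wells lacking substrate for full effect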
# Myeloid diff 2 GFP+ MAC1+ % – also measured in Myeloid diff 2; calls as there; GFP+ MAC1+ double positive, %; measured here: differentiation confirmed by MAC1 staining
# Starred values were filed as active, the others as inactive; i = inactive; . = no result given; + = active, no number. Cut-off read from the data, not from the text of the source, unless noted: active = inhibition above about 50%; inactive = the rest.
SMILES,TNAP activators,P. falciparum M17LAP,P. falciparum M1AAP,Myeloid diff 2,Myeloid diff 2 GFP+ MAC1+ %,XIAP antagonists,LYP inhibition,human PMI inhibitors,ER stress rescue,human PMI inhibition
N#CNC(=Nc1cccc(F)c1)SCc1ccccc1F,1.2,6%,9%,i,0.4,-0.1%,-8%,5%,-2.6%,16%
COC(=O)/C=C/S(=O)(=O)c1ccc(NC(C)=O)cc1,1,-1%,1%,i,0.2,-0.1%,-3%,-4%,-8.6%,-7%
NC(=O)COc1ccc(=O)n(-c2ccccc2)n1,1.1,-7%,-2%,i,3.9,-0.9%,-2%,-10%,-1.1%,-5%
C/C(Nc1ccc(F)cc1)=C(/C#N)C(N)=O,1.1,5%,-4%,i,0.8,-3.3%,-13%,0%,-0.9%,6%
CCOC(=O)C1CCCN(C(=S)Nc2ccc(OC)cc2)C1 (stereo not drawn),1,6%,-3%,i,0.9,-5.4%,-4%,-2%,-0.6%,0%
COc1cc(C2/C(=C(/O)c3ccccc3)C(=O)C(=O)N2c2ccccn2)ccc1O (stereo not drawn),1,22%,5%,i,0.2,-5.1%,-4%,18%,-1.2%,3%
O=C(COc1ccc(F)cc1)N1c2ccccc2CCc2ccccc21,1,-2%,12%,i,0.1,-0.1%,2%,7%,5.0%,9%
O=C1C(NS(=O)(=O)c2cccs2)=C(N2CCN(c3cccc(C(F)(F)F)c3)CC2)C(=O)c2ccccc21,0.9,5%,2%,i,0.6,-2.8%,0%,-85%,-3.4%,-41%
Nc1nc(N)nc(-c2ccccc2)n1,1.1,2%,-4%,i,2.5,-2.8%,2%,-1%,.,8%
Fc1ccccc1-c1nc2nc3ccccc3nc2n1CC1CCCO1 (stereo not drawn),.,-17%,15%,i,0.5,.,-8%,.,.,.

# A section from the list above, as a working copy:
SMILES,TNAP activators,P. falciparum M17LAP,P. falciparum M1AAP,Myeloid diff 2,Myeloid diff 2 GFP+ MAC1+ %,XIAP antagonists,LYP inhibition,human PMI inhibitors,ER stress rescue,human PMI inhibition
COC(=O)/C=C/S(=O)(=O)c1ccc(NC(C)=O)cc1,1,-1%,1%,i,0.2,-0.1%,-3%,-4%,-8.6%,-7%
NC(=O)COc1ccc(=O)n(-c2ccccc2)n1,1.1,-7%,-2%,i,3.9,-0.9%,-2%,-10%,-1.1%,-5%
C/C(Nc1ccc(F)cc1)=C(/C#N)C(N)=O,1.1,5%,-4%,i,0.8,-3.3%,-13%,0%,-0.9%,6%
CCOC(=O)C1CCCN(C(=S)Nc2ccc(OC)cc2)C1 (stereo not drawn),1,6%,-3%,i,0.9,-5.4%,-4%,-2%,-0.6%,0%
COc1cc(C2/C(=C(/O)c3ccccc3)C(=O)C(=O)N2c2ccccn2)ccc1O (stereo not drawn),1,22%,5%,i,0.2,-5.1%,-4%,18%,-1.2%,3%
O=C(COc1ccc(F)cc1)N1c2ccccc2CCc2ccccc21,1,-2%,12%,i,0.1,-0.1%,2%,7%,5.0%,9%
O=C1C(NS(=O)(=O)c2cccs2)=C(N2CCN(c3cccc(C(F)(F)F)c3)CC2)C(=O)c2ccccc21,0.9,5%,2%,i,0.6,-2.8%,0%,-85%,-3.4%,-41%
Nc1nc(N)nc(-c2ccccc2)n1,1.1,2%,-4%,i,2.5,-2.8%,2%,-1%,.,8%
Fc1ccccc1-c1nc2nc3ccccc3nc2n1CC1CCCO1 (stereo not drawn),.,-17%,15%,i,0.5,.,-8%,.,.,.

# Later entries:
SMILES,TNAP activators,P. falciparum M17LAP,P. falciparum M1AAP,Myeloid diff 2,Myeloid diff 2 GFP+ MAC1+ %,XIAP antagonists,LYP inhibition,human PMI inhibitors,ER stress rescue,human PMI inhibition
Cc1cccc(C2Nc3ccccc3C(=O)N2NC(=O)c2ccc([N+](=O)[O-])cc2)n1 (stereo not drawn),1.1,18%,0%,i,0.1,-14%,0%,2%,-2.4%,0%
O=[N+]([O-])c1cc(Cl)ccc1Sc1ccccn1,.,4%,-6%,i,0.6,.,-6%,.,.,.
O=C(Nc1ccc(N2CCOCC2)nc1)c1ccc(C(F)(F)F)cc1,1,3%,-3%,i,0.1,-4.6%,-2%,12%,0.0%,8%
CN1CCN(/N=C/c2ccc(Cl)c(Cl)c2)CC1,1,8%,1%,i,0.9,-22%,0%,1%,-1.2%,9%
Cc1ccc(S(=O)(=O)n2c3ccc(F)cc3c3nc(C)sc32)cc1,1,-9%,6%,.,.,-3.0%,6%,8%,-1.1%,8%
COc1ccc(C(CC(=O)Nc2ccccc2OC)n2cccc2)cc1 (stereo not drawn),1.1,-3%,7%,i,0.2,-12%,-33%,3%,-4.0%,12%
C=CCn1c(SCC(=O)OC)nc2sc3c(c2c1=O)CCN(C)C3,1.2,4%,13%,.,.,3.4%,5%,7%,.,11%
CC1C(=O)CC(c2ccco2)NC1c1ccco1 (stereo not drawn),1.1,-2%,1%,.,.,-8.4%,-10%,0%,-1.2%,2%
Cc1ccccc1OCC(=O)Nc1cc(Cl)ccc1Oc1ccccc1,1.1,1%,2%,i,0.5,-12%,-3%,3%,-2.8%,13%
Cc1oc(S(=O)(=O)N(C)C)cc1C(=O)Nc1ccc(Cl)cc1,.,4%,4%,i,0.4,.,-8%,.,.,.
O=C(COc1ccccc1)NCCSCc1ccccc1Cl,1.1,-5%,-8%,i,0.8,-6.5%,-2%,-2%,0.8%,-7%
CCn1c(SCC(=O)NCC2CCCO2)nc2cc(S(=O)(=O)N3CCCCC3)ccc21 (stereo not drawn),1.1,1%,4%,i,0.6,4.0%,2%,-6%,-0.2%,-4%
O=C(CNc1cccc2ccccc12)N/N=C/c1ccc(OC(=O)/C=C/c2ccco2)cc1,1.1,-15%,2%,i,1.1,-4.2%,0%,.,-2.6%,31%
CCOC(=O)Cc1csc(NC(=O)Nc2ccccc2)n1,1,-4%,6%,i,1.4,-4.3%,2%,-6%,-1.9%,-4%
CCOc1ccc(S(=O)(=O)Nc2ccc(F)cc2)c(C)c1C,0.9,1%,3%,i,6.6,-9.1%,-1%,3%,-1.1%,6%
O=C(NCc1cccnc1)C(=O)NCC(c1ccco1)N1CCN(c2ccccc2F)CC1 (stereo not drawn),1.1,9%,3%,i,0.1,-5.3%,-5%,6%,-2.4%,17%
O=C(Oc1cccc2cccnc12)c1ccc2c(c1)OCCO2,1.1,2%,-1%,i,0.7,-5.6%,-2%,30%,-5.1%,27%
CC(C)(C)OC(=O)NC(CCCCNC=O)C(=O)O (stereo not drawn),1.1,-1%,5%,i,0.5,-2.8%,0%,13%,.,13%
COc1ccc(OC)c(S(=O)(=O)Nc2ccccc2C(F)(F)F)c1,1.1,4%,14%,i,0.8,-2.8%,-6%,-4%,-1.2%,-4%
Cc1ccccc1CSCC(=O)c1c(N)n(CC(C)C)c(=O)n(C)c1=O,1,10%,1%,i,0.3,-7.6%,-4%,3%,4.7%,5%
Cc1nc([N+](=O)[O-])c(Br)n1CC(=O)c1ccc(Br)cc1,1.1,6%,1%,i,0.5,-5.2%,-2%,6%,-0.5%,10%
CC(C)CC(=O)NC(=S)Nc1ccc(N2CCOCC2)cc1,1.1,9%,6%,+,2.6*,3.7%,-3%,1%,-0.5%,1%
CCOc1ccc(NC(=O)CSCC(=O)O)cc1,1.1,9.9µM*,-3%,i,1.2,-6.0%,-11%,-5%,0.2%,7%
CCOC(=O)c1cc(CC)sc1NC(=O)CCC(=O)O,1,7%,4%,i,0.7,-6.4%,-3%,3%,-2.6%,10%
CC1CN(CCOc2ccc(Cl)cc2Cl)CC(C)O1 (stereo not drawn),1.1,-4%,0%,i,0.3,-3.9%,-8%,-10%,-0.5%,-8%
CC(OC(=O)C1CC1)C(=O)Nc1ccc([N+](=O)[O-])cc1Cl (stereo not drawn),1,1%,2%,+,3.3*,-3.5%,0%,5%,1.0%,2%
CC1CCc2sc(C(=O)N=Nc3c(O)[nH]c4ccccc34)cc2C1 (stereo not drawn),1.2,-14%,-2%,.,.,-4.8%,-2%,0%,2.6%,5%
COc1ccc(N2C(=O)CC(N3CCN(c4ccc(S(=O)(=O)N5CCCC5)cc4)CC3)C2=O)cc1 (stereo not drawn),1.1,1%,10%,i,0.3,-5.3%,-5%,-4%,-1.4%,1%
c1ccc(-c2nc3nc4ccccc4nc3n2CC2CCCO2)cc1 (stereo not drawn),.,-70%,16%,i,0.3,.,-10%,.,.,.
Cc1cccc(N2C(=O)CC(SC(N)=Nc3ccccc3)C2=O)c1 (stereo not drawn),0.9,16%,7%,i,0.3,-4.1%,-4%,7%,-1.6%,9%
COc1ccc(CN=Cc2c(C(F)(F)F)[nH][nH]c2=O)cc1,0.8,12%,4%,i,0.9,-6.2%,-2%,-1%,-2.2%,2%
Clc1ccc(CSc2nnc3ccccn23)c(Cl)c1,1,6%,1%,i,0.6,-8.6%,-4%,7%,-1.8%,10%
FC(F)(F)c1cccc(Cc2noc(CN3CCCC(CN4CCCC4)C3)n2)c1 (stereo not drawn),1,8%,2%,i,0.2,-14%,-10%,5%,-0.9%,4%
COc1cnn(-c2ccc(F)cc2)c(=O)c1Br,1.1,0%,-5%,i,0.4,-4.9%,-10%,6%,.,-1%
CCCCOc1ccc(N(CC(=O)NC(C)(C)CC)C(=O)CCC(=O)Nc2ccccn2)cc1,1.1,.,.,i,0.1,-2.8%,-2%,6%,0.9%,6%
CCc1cccc(CC)c1N(COC)C(=O)Cn1ccccc1=N,1.1,-8%,0%,i,0.7,-2.4%,-2%,-3%,0.8%,-1%
CCOC(=O)N1CCC(N2CC34C=CC(O3)C(C(=O)O)C4C2=O)CC1 (stereo not drawn),1,-5%,17%,i,1.0,-11%,-3%,3%,.,6%
CCC(C)NC(=O)CCC(=O)Nc1ccc2nc(N3CC(C)CC(C)C3)cc(C)c2c1 (stereo not drawn),1.2,1%,3%,i,0.1,-1.0%,-10%,2%,1.6%,-4%
COc1ccc(C(C[N+](=O)[O-])c2c(-c3ccccc3)cc3ccccn23)cc1OC (stereo not drawn),1.1,14%,12%,i,2.2,-4.4%,-4%,-61%,-2.0%,-26%
CCc1c(C)nc2ncnn2c1NCc1cccs1,1.1,2%,-4%,i,8.1,-6.6%,-8%,1%,0.2%,4%
O=[N+]([O-])c1cccc(S(=O)(=O)c2ccc(NCCO)c([N+](=O)[O-])c2)c1,1,-2%,5%,i,0.0,-1.1%,-2%,-10%,-1.0%,-8%
O=C(CSc1nnc(-c2ccncc2)n1Cc1ccco1)Nc1nccs1,1.1,0%,-2%,i,1.4,-4.8%,0%,6%,1.6%,-7%

# Compound activity as filed in PubChem.
